Screens from PubChem.
NR2E3 ag-1: NR2E3 agonists in two-hybrid cells, primary screen, cell-based, luminescence, CHO-S, Gal4-NCOR/VP16-NR2E3; Photoreceptor-specific nuclear receptor (Homo sapiens), Q9Y5X4; luciferase; inhibition of corepressor binding, % at 3.98 µM; 0.35% of 360,000 active; AID 602229, 2012;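 active means inhibition above the mean of all tested compounds plus 3 SD, cut at about 70% in these data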;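 further: 0% = DMSO with NR2E3 transfected cells and 100% = cells lacking NR2E3 construct; higher means lower luciferase signal from less NR2E3 corepressor binding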
Target sequence (Q9Y5X4 whole entry, looked up, the tested form may be a part): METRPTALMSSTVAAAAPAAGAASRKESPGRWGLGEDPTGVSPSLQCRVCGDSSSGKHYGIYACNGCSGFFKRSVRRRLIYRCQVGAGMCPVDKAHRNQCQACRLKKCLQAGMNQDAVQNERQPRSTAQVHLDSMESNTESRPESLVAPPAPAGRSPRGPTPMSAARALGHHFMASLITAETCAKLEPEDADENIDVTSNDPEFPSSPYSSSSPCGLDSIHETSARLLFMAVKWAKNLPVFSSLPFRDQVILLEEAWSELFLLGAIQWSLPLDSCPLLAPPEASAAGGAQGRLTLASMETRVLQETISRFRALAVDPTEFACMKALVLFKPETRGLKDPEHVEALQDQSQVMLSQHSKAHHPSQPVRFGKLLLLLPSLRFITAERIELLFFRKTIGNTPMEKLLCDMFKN
NR2E3 ag-2: inhibitors of NR2E3-RetCOR corepressor binding, primary screen, NR2E3 agonist project, biochemical, TR-FRET, GST-NR2E3, biotin-RetCOR; 1536-well; inhibition of corepressor binding, % at 4.78 µM; 0.12% of 320,000 active; AID 2300, 2010;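 active means percent inhibition above the cutoff of mean plus 3 SD of all tested compounds, set per screening campaign, cut at about 20% in these data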;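 further: 0% = DMSO wells and 100% = biotin wells as full block of FRET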
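Test system – NR2E3–RetCOR corepressor complex · Quantity – NR2E3 fusion 1.35 nM · Buffer or medium – Tris pH 7.5 · Incubation – Compound–protein incubation for 5 h at 4 °C · Technique – TR-FRET, Eu(K)-anti-GST donor, streptavidin-D2 acceptor, ex 340, em 617/671 nm · Evaluation – percent inhibition of 671/617 nm emission ratio versus biotin and DMSO controls · Plate – 1536-well format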
TRPM1 prom inh: inhibitors of MITF-dependent TRPM1 promoter reporter, primary screen, cell-based, SK-MEL-5, single point, luciferase; SK-MEL-5 TRPM1 promoter luciferase, 24 h; AID 488899, 2010; 0.83% of 330,000 active; inhibition, % at 12.5 µM;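 active means mean inhibition across replicates of 60% or more, whatever share of single replicates reaches that level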; further: values of inactives mirror those of a sister screen read the other way
Peg3 promoter: Peg3 promoter-driven luciferase inhibitors, primary screen, cell-based, HeLa, luciferase luminescence | HeLa PEG-Prom luciferase reporter, overnight | AID 588405, 2011 | inhibition, % at 20 µM | 1.7% of 360,000 active;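 active means inhibition of at least 50% at 20 µM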
HIF-2a block: HIF-2a reporter inhibitors, primary screen, luminescence, 786-0 RCC cells. 786-0 RCC cells HIF-2a reporter, luciferase luminescence, overnight. AID 624352, 2012. 0.72% of 360,000 active. inhibition, % at 18.8 µM;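 active means inhibition of the luminescence signal of 40% or more relative to plate controls, in a single-dose primary screen at 18.75 µM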
CF NFkB block: inhibitors of PAF-induced NF-kB signaling, primary screen, cell-based, GFP fluorescence, uHTS; KKLEB NF-kB-GFP reporter, GFP fluorescence overnight; inhibition, % at 5 µM; 0.86% of 360,000 active; AID 588850, 2011;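 active means at least 50% inhibition at 5 µM, scaled per plate between neutral and stimulator controls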;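 further: PAF is a Pseudomonas aeruginosa culture filtrate used as stimulus; plate controls were PAF-stimulated DMSO wells for no effect and unstimulated DMSO wells for full effect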
LMP1 NFkB inh: EBV LMP1-driven NF-kappaB luciferase reporter inhibitors, primary screen, cell-based, luminescence, single point | inhibition, % at 12.5 µM | 0.69% of 350,000 active | AID 504558, 2011 | LMP1-induced NF-kappaB luciferase reporter cells; in the data active means inhibition above about 41%;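 further: 0% = neutral control wells and 100% = reference inhibitor control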
Shn3 3UTR inh: reduction of Shn3 3'UTR firefly luciferase signal, primary screen, Schnurri-3 inhibitor project, cell-based, Clone20 osteoblasts, set 2. 0.52% of 360,000 active. AID 588674, 2011. Clone20 osteoblast Shn3 3'UTR firefly luciferase, 24 h. inhibition, % at 12.5 µM;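 active means mean inhibition of at least 75% with every replicate also reaching 75%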;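 further: 0% = median of neutral control wells and 100% = pilot-screen positive control compound; some compounds past the cut are filed as inactive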
KKLEB tox: cytotoxicity in KKLEB CF airway cells, primary screen, cytotoxicity control for CF NF-kB inhibitor project, cell-based, uHTS, fluorescence assay plates. KKLEB CF airway cells viability, ATPlite luminescence, overnight; hits give low values; cells stimulated with P. aeruginosa culture filtrate. activity change (cytotoxicity), % at 5 µM. 0.36% of 360,000 active;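 active means corrected activity change at or below -50% at 5 µM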
iPSC survival up: enhancers of single-cell hiPSC survival, primary screen, ATPlite luminescence. 100% = ROCK inhibitor wells, 0% = DMSO. survival enhancement, % at 20 µM. 0.044% of 360,000 active; in the data active means survival enhancement above about 18%;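 further: cells exposed to compounds for 16 hours before the ATP read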
C8 TRAIL sens: viability loss with TRAIL in NB7+C8 cells, primary screen, TRAIL sensitizer project, cell-based, ATPlite luminescence | inhibition (viability loss, TRAIL sensitization), % at 10 µM | 1% of 360,000 active;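 active means compounds causing at least 50% loss of cell viability in the single-dose screen, relative to plate controls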
* hit, by the source's call; · = no result given. An excerpt; count on the stated rates, not on these rows.

Every second line gives: NR2E3 ag-1	NR2E3 ag-2	TRPM1 prom inh	Peg3 promoter	HIF-2a block	CF NFkB block	LMP1 NFkB inh	Shn3 3UTR inh	KKLEB tox	iPSC survival up	C8 TRAIL sens
CCOc1ccc(/C=N/NC(=O)COc2ccccc2-c2ccccc2)cc1
→ 41.9	-3.5	-6.9	36.0	6.6	-5.9	-6.6	4.9	0.9	0.0	-2.7
Cc1cc2c(c(=O)o1)C(Cc1ccccc1)C(C#N)=C(N)O2 (configuration not stated)
→ -36.0	-2.3	4.3	21.6	5.1	1.5	2.7	-4.2	5.7	-2.3	-2.0
CN(C)S(=O)(=O)c1ccc(Cl)c(NC(=O)CN2CCCC2)c1
→ -10.3	-0.6	7.3	-12.1	10.3	-2.5	9.9	-1.9	-4.0	-0.3	-2.2
C[C@]12c3[nH]c4cc(-c5ccco5)ccc4c3CCN1C(=O)[C@@H](CC(=O)NCc1ccco1)C[C@@H]2C(=O)N1CCCCC1
→ -15.9	·	10.9	16.6	0.6	3.0	13.7	8.3	2.2	0.4	4.4
O=C(Nc1ccccc1)Nc1nnc(SCc2ccc(Cl)cc2)s1
→ -8.9	2.1	-3.7	26.6	6.8	10.5	3.7	13.9	-9.4	3.2	-0.3
CCOC1=NS(=O)(=O)c2ccccc21
→ 4.0	3.6	-3.0	2.5	17.7	-1.0	-9.0	-55.3	16.1	0.8	5.4
COc1ccc(NC(=O)c2c(-c3ccccc3Cl)noc2C)c(OC)c1
→ -16.2	-1.3	1.6	-29.2	-25.4	-5.3	2.9	-18.7	-6.0	2.2	-8.9
COc1cccc(-c2c(-c3cc(OC)cc(OC)c3)n(C)c3ccc(-c4ccc5cc[nH]c5c4)cc23)c1
→ 16.2	·	6.2	12.1	-2.2	-16.1	-22.9	-10.8	-7.2	-1.8	-11.8
O=C(CCNC(=O)c1ccc(Br)cc1)NCc1ccccn1
→ -1.2	-3.0	-2.2	12.3	4.1	13.0	-14.0	6.4	-6.7	-0.6	-14.7
COc1ccccc1CNC(=O)CSC(=S)N1CCCC1
→ -20.2	-2.3	-8.7	-7.0	-24.6	5.5	0.4	-4.3	-7.7	0.7	26.1
COc1cccc(NC(=O)CN2C(=O)NC3(CCCC3)C2=O)c1
→ -21.4	1.2	4.0	-149.2	-57.8	-5.6	-5.6	-1.9	-7.9	-0.7	-10.2
CCN(Cc1ccccc1)S(=O)(=O)c1nc2nc(C)c(C)c(C)n2n1
→ 7.4	2.9	8.1	0.8	6.4	-15.2	-0.6	-2.3	10.1	4.1	34.6
O=C(Cn1cc(C(=O)c2cccs2)c2ccccc21)NCc1ccc2c(c1)OCO2
→ -2.2	3.2	·	18.9	-27.1	-16.3	5.7	6.3	5.9	-1.6	0.5
CCC(C(=O)NCc1ccc(C)o1)n1nc(C)c2c(C)n(-c3ccccc3)nc2c1=O (configuration not stated)
→ 6.8	-3.8	6.4	10.0	22.7	11.9	-3.2	6.1	-18.8	-0.3	-7.6
CC(C)NC(=O)NNC(=O)c1nn(-c2ccc(F)cc2)ccc1=O
→ 6.4	-0.1	3.3	4.6	18.4	-19.2	2.1	7.5	12.0	0.4	-13.4
CC(=O)/C(=N\Nc1ccccc1Cl)Sc1cccc2cccnc12
→ -10.1	-0.6	5.3	30.3	20.9	-9.7	-2.1	17.8	3.4	-1.2	4.5
COc1cc(C(c2c(C)[nH][nH]c2=O)c2c(C)[nH][nH]c2=O)cc(Br)c1OC
→ -3.3	-0.1	1.7	9.5	7.6	-2.0	-2.7	-47.8	3.3	-0.3	2.4
Oc1cc2ccccc2cc1-c1n[nH]c(=S)o1
→ -105.3	-0.7	0.3	-56.3	-150.8	0.0	-2.5	-5.5	8.2	-0.6	16.3
COc1ccccc1-c1cc(C(F)(F)F)nc(S(=O)(=O)CCCC(=O)N2CCCCC2C)n1 (configuration not stated)
→ -4.1	-2.4	90.8*	110.2*	91.3*	91.6*	0.2	96.7*	-75.1*	-5.7	22.3
Cc1ccc(S(=O)(=O)N2CCOCC2)cc1C(=O)NC1CCCC1
→ -16.9	-3.8	-9.2	-0.6	21.6	25.9	-6.0	8.3	-8.1	-0.6	1.9
CCN(CC)CCN1c2ccccc2Sc2ccc3ccccc3c21
→ -6.7	-2.7	8.8	-25.0	0.7	22.7	-2.5	54.1	-2.0	-0.8	-5.8
CC[C@H](C)[C@H]1CNC(=S)N1CC1CCN(CCC(C)(C)C)CC1
→ -12.9	·	-1.7	-7.9	2.6	-8.7	-2.8	-12.8	5.2	1.1	-17.9
COc1ccc(C2c3c(ccc4ccccc34)Oc3ncn4nc(-c5ccco5)nc4c32)cc1OC (configuration not stated)
→ -16.6	-0.5	12.7	18.0	14.3	36.9	-1.0	6.4	-13.0	-0.9	23.0
Cc1ccc(OCCSc2nnc(NC(=O)c3ccco3)s2)cc1
→ -7.0	1.5	17.0	-16.3	10.9	-8.6	-3.8	5.0	3.8	5.3	16.1
COC(=O)c1c(-c2ccc(F)cc2)csc1NC(=O)c1ccco1
→ -213.5	6.4	-109.4	-314.1	-260.8	16.9	-46.8	-81.4	-12.1	-0.5	7.8
CCn1c(Cn2nnc(-c3ccccc3)n2)nnc1SCc1ccc(Cl)c(Cl)c1
→ 17.4	0.6	5.5	24.0	25.1	-9.2	-13.0	16.8	-9.2	3.4	2.8
COc1ccc(C(N)=S)c(OC)c1
→ 11.7	2.7	2.4	18.0	8.4	26.4	3.2	3.5	-3.8	1.2	-2.1
CCc1ccc(/C=N/NC(=O)c2c[nH]c3ccccc23)s1
→ -49.9	-3.1	-85.6	-177.5	-207.8	-36.1	-46.2	-43.5	14.7	-2.9	54.5*
COc1ccc(C(=O)N/N=C/c2ccc(OC)c(CN3CCN(c4ccc(F)cc4)CC3)c2)cc1
→ -16.0	0.3	-7.9	1.8	3.6	-15.5	-2.0	-23.5	1.4	-1.3	-8.7
Cc1ccc(N(C(=O)c2csnn2)C(C(=O)NC(C)(C)C)c2ccncc2)cc1 (configuration not stated)
→ 7.2	-1.6	5.4	17.4	-20.4	9.3	5.3	9.9	-20.0	-0.8	2.0
COc1ccccc1/C=C/c1onc(C)c1S(=O)(=O)N1CCC(C(=O)NC2CCCCCC2)CC1
→ -17.9	0.3	4.3	16.4	13.1	11.3	1.8	31.8	-11.0	-0.5	20.1
CCOC(=O)C(=CNc1cc(Cl)c(-c2ccco2)c(Cl)c1)C(=O)OCC
→ -21.9	-2.5	-6.3	-5.1	-15.0	4.8	12.7	-16.8	-2.0	-0.1	6.4
Cc1nnc(SCC(=O)N2CCC(C(N)=O)CC2)s1
→ -21.6	2.3	-3.5	2.2	19.3	6.4	-7.5	-9.5	7.2	4.7	-12.8
CCc1ccc2nc(N(CCCN(C)C)C(=O)c3ccc(S(=O)(=O)N4CCc5ccccc5C4)cc3)sc2c1
→ -16.6	-0.5	39.5	28.4	68.1*	66.6*	-31.8	1.5	-97.6*	0.2	79.5*
Cc1nnn(C23CC4CC(CC(C(=O)NN)(C4)C2)C3)n1
→ -4.5	-1.1	0.4	4.9	20.9	-1.3	2.1	-0.8	11.2	1.3	2.9
O=C(COC(=O)CCOc1ccccc1)Nc1ccc(Cl)cn1
→ -2.2	2.4	1.9	7.4	14.1	4.1	-0.9	-2.1	11.4	-2.5	-14.5
CCC(C)N(C(=O)COc1ccccc1C(=O)NCc1ccccc1)C1CCS(=O)(=O)C1 (configuration not stated)
→ -28.1	4.6	-3.8	19.8	2.6	4.4	5.2	6.3	-4.1	-0.1	1.8
COc1cc2c(cc1OC)C(c1ccccc1F)NCC2 (configuration not stated)
→ -34.9	-1.6	-3.7	-0.6	23.7	-1.9	17.7	-59.1	9.5	-0.5	-9.3
COc1cccc(-c2nn(-c3ccccc3)cc2CN2CCCO2)c1
→ 11.3	2.6	-0.4	3.4	1.7	22.5	3.4	-3.2	2.9	0.7	3.4
Cc1ccccc1-c1cccc([C@@H]2C[C@H]3CN(Cc4cccnc4)C(=O)[C@]34CCCN24)c1
→ -35.8	-3.4	1.6	-10.8	-23.3	1.9	-26.3	-1.8	-13.2	3.0	8.8
COc1ccc(CC(=O)Nc2ccc(C)cc2O)cc1S(=O)(=O)N1CCOCC1
→ -30.1	-1.9	23.3	5.5	9.5	-0.2	-4.4	11.0	-3.6	-0.3	-4.9
CSc1ccc(C(c2c(C)[nH][nH]c2=O)c2c(C)[nH][nH]c2=O)cc1
→ -12.3	-0.8	13.4	4.0	12.9	-6.2	4.5	-4.0	10.9	2.7	2.9
NC(=O)N(CCC(=O)O)c1ccccc1
→ 14.7	-1.5	-1.9	10.9	23.6	-10.0	13.1	-5.8	-2.0	0.1	24.1
